EBI2 antag: blocks human EBI2 receptor beta-arrestin signaling. P32249. EBI2 beta-arrestin recruitment, luminescence, 7a,25-OHC stimulated. inhibition, % at 5 µM. 0.81% of 360,000 active. AID 651636; in the data active means inhibition above about 38%;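 further: enzyme fragment complementation signal reports receptor beta-arrestin coupling in cells; 0% = agonist plus DMSO wells and 100% = wells without agonist; some results beyond the cut were filed as inactive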
APJ antagonist: antagonists of human APJ apelin receptor; P35414; CHO-K1 APJ beta-arrestin complementation, luminescence; inhibition, % at 20 µM; 0.32% of 330,000 active;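 active means inhibition above about 40% at 20 µM, limit read from the data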;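 further: cells challenged with 10 nM apelin-13 agonist together with compound; plate controls were apelin-13 plus DMSO wells for no effect and DMSO wells lacking apelin-13 for full effect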
UPR XBP1 act: adaptive UPR (XBP1) activation. CHO-XBP1 luciferase reporter, IRE1-XBP1 UPR activation, luminescence; percent of tunicamycin response, DMSO as zero. activation, % at 20 µM. 0.33% of 330,000 active. AID 463104;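 active means versus positive control, 20 µM dose yields 30% or more activation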;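 further: 100% = tunicamycin at 10 µg/mL and 0% = DMSO only wells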
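Material: CHO cell line with stable XBP1 luciferase reporter; buffer or medium: F12 medium containing 10% fetal bovine serum; compound: single point, 20 µM final compound, 1% DMSO; incubation: 6 h treatment, 37 °C; measured by: glow luminescence from Steady-Glo reagent; evaluation: activation, % of tunicamycin; control set: tunicamycin high, DMSO low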
UPR CHOP act: activators of apoptotic arm of unfolded protein response (CHOP); AID 449763; activation, % at 10 µM; CHO-CHOP luciferase reporter, UPR activation, luminescence; percent of tunicamycin response over DMSO baseline; 0.34% of 330,000 active;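 active means at 10 µM dose, activation of 40% or more, normalized to positive control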;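 further: 100% = tunicamycin at 10 µg/mL and 0% = DMSO alone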
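Assay system: CHO cells with stable CHOP pathway luciferase reporter; Buffer or medium: F12 plus 10% serum; Times: 16-18 h cell attachment, then 6 h compound exposure, 37 °C; Signal: luciferase luminescence; Read-out basis: percent activation relative to tunicamycin control; Control set: tunicamycin high control, DMSO low control.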
APJ agonist: APJ receptor agonism | P35414 | CHO-K1 APJ PathHunter beta-arrestin, luminescence; 0% DMSO wells, 100% apelin | activation, % at 20 µM | 0.11% of 330,000 active | AID 2520;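 active means activation more than six SD over the plate average, tested at 20 µM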;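 further: 0% = DMSO alone and 100% = apelin-13 at 10 nM; some results filed as inactive read as strong as hits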
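Assay system: CHO-K1 APJ beta-arrestin complementation cell line / Compound: single test compound dose, 20 µM final, 1% DMSO / Times: overnight seeding, 90 min compound at 25 °C, 1 h detection / Technique: beta-gal luminescence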
CCR6 antag: antagonists of human CCR6 receptor; 0.49% of 340,000 active; CHO-K1 CCR6 PathHunter beta-arrestin, luminescence, CCL20-stimulated; inhibition, % at 20 µM;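 active means compounds whose inhibition of the agonist-driven luminescence signal at 20 µM reaches about 50%, limit read from the data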;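 further: cells stimulated with CCL20 at 14 nM final; plate controls were DMSO with CCL20 for no effect and DMSO without agonist for full effect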
Mdm2 MdmX PPI: disrupts the human Mdm2-MdmX interaction | O15151+Q00987 | SaOS-2 split-luciferase Mdm2/MdmX complementation, luminescence | inhibition, % at 8 µM | 3% of 330,000 active | AID 485346;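 active means inhibition of at least 50% at 8 µM in the primary screen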
Target sequence (O15151 whole entry, looked up): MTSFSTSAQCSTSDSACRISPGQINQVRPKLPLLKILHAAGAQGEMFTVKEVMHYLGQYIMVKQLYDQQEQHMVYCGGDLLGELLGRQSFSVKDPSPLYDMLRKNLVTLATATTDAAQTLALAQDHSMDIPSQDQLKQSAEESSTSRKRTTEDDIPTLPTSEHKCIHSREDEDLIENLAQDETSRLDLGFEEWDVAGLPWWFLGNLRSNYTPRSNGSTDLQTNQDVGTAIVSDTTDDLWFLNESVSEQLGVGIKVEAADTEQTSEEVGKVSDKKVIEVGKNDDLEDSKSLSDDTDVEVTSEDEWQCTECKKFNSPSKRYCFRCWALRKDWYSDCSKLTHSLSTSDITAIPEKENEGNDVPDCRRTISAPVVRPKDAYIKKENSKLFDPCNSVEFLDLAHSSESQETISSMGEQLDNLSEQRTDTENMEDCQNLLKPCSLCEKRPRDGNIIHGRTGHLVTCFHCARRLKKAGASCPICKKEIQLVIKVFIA
Target sequence (Q00987 whole entry, looked up): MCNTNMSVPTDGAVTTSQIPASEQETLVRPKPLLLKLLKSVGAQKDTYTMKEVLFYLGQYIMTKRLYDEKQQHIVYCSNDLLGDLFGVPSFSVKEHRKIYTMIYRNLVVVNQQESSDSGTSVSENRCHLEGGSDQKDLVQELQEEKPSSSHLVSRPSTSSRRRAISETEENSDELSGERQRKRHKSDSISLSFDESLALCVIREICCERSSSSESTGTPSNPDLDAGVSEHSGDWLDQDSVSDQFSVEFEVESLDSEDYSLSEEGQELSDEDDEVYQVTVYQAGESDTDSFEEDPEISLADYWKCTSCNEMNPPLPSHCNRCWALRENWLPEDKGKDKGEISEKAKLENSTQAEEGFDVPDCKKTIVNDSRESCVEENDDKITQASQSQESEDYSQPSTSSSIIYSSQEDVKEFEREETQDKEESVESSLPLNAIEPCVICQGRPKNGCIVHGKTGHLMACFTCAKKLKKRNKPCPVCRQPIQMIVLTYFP
tim23-1 inh: tim23-1 yeast growth inhibition. S. cerevisiae tim23-1 growth, BacTiter-Glo luminescence, 24 h. inhibition, % at 20 µM. 1.3% of 330,000 active;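 active means growth inhibition of the mutant yeast at or above 50%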;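 further: temperature-sensitive mutant grown at 25 °C; plate controls were DMSO-treated mutant yeast for no effect and medium wells lacking yeast for full effect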
CXCR6 block: inhibitors of human CXCR6 receptor | O00574 | CHO-K1 PathHunter CXCR6 beta-arrestin, luminescence | inhibition, % at 20 µM | 0.36% of 360,000 active | AID 602244; in the data active means inhibition above about 34%, passing the limit was not always enough;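 further: antagonist mode with CXCL16 agonist at 10 nM final; 0% = 10 nM CXCL16 with DMSO and 100% = unstimulated wells without agonist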
Numbers without * were called inactive; nt = not tested or not shown. Some of the compounds tested (hit frequency here may not be typical).

SMILES | EBI2 antag | APJ antagonist | UPR XBP1 act | UPR CHOP act | APJ agonist | CCR6 antag | Mdm2 MdmX PPI | tim23-1 inh | CXCR6 block
CCCc1cc(=O)[nH]c2nnc(SCC(=O)Nc3ccc4c(c3)OCCO4)n12 | 1.4 | 5.0 | -2.6 | -1.1 | -4.2 | 0.3 | 10.0 | 11.0 | 2.6
CCC(CO)Oc1cc(NCc2ccncc2)c2ncn(C(C)C)c2c1 (stereo unspecified) | -1.0 | -6.9 | -0.3 | -1.5 | 2.8 | 5.1 | 12.9 | -11.7 | -25.4
CCOC(=O)Cc1csc(NC(=O)CCSc2ccccc2)n1 | -4.6 | -9.3 | 0.7 | -1.2 | -0.3 | 1.4 | -16.9 | 24.9 | 1.9
O=C(NCc1ccco1)c1cc(-c2cccc(Cl)c2)on1 | 4.7 | 18.5 | -0.3 | 9.7 | -3.8 | -4.1 | -8.3 | 15.2 | 2.8
COc1cccc2c(=O)c3ccccc3oc12 | -7.9 | 16.3 | 7.0 | 2.0 | -2.9 | 7.4 | 0.5 | 9.9 | 5.2
O=C(C(NS(=O)(=O)c1cccc2nsnc12)c1ccccc1)N1CCN(c2ccccc2)CC1 (stereo unspecified) | 0.0 | 8.1 | 0.9 | 0.8 | -0.9 | 16.7 | 11.9 | 30.5 | 8.1
Cc1ccc2nc(C)c3c(c2c1)N(c1ccccc1)CC3 | 10.1 | -5.9 | -3.0 | -2.1 | -6.2 | 9.0 | 5.6 | -3.4 | 3.5
COc1ccc(CNC(=O)CN2C(=O)NC3(CCCCCC3)C2=O)cc1OC | -7.2 | -4.1 | 0.8 | 1.8 | -4.0 | 3.4 | -2.6 | -8.1 | -8.1
O=C(Cn1nc(C(F)(F)F)c2c1CCCC2)Nc1ccc2c(c1)OCO2 | 0.3 | -11.0 | -3.0 | -1.6 | -2.6 | -2.3 | -6.0 | 20.2 | -10.2
COc1cccc(/C=N/Nc2ncnc(N)c2[N+](=O)[O-])c1OC | 2.6 | -7.6 | -4.6 | -8.1 | -1.2 | 11.1 | -56.4 | -10.2 | -0.2
COCc1c(C(=O)OCc2nc(N)nc(Nc3ccccc3C)n2)oc2ccccc12 | -6.8 | -30.1 | -1.8 | -2.4 | 0.1 | -8.6 | -14.1 | 21.9 | -1.0
COc1cccc(-c2nn3c(-c4cccc(C)c4)nnc3s2)c1 | 11.0 | -0.5 | 3.1 | 3.1 | -3.4 | 9.9 | -30.9 | 28.0 | 10.1
C(=N\N1CCOCC1)/c1cn(-c2ccccc2)nc1-c1ccccc1 | 0.6 | 21.0 | -0.5 | 2.2 | -0.8 | 13.1 | 1.4 | 49.6 | 2.6
CN1C(=O)C(CC(=O)Nc2ccccc2F)N(NC(=O)c2ccc(Br)cc2)C1=S (stereo unspecified) | 14.5 | 24.5 | -2.0 | -0.1 | -1.3 | 23.3 | 14.9 | 3.6 | 8.6
CSc1nnc(CSc2cc(C)nc(N(C)C)n2)o1 | -3.3 | -0.8 | -0.1 | -0.2 | 5.3 | 2.9 | 29.2 | 5.2 | -2.1
COc1ccc(-c2csc(Nc3cc(C)ccn3)n2)cc1C | 19.5 | -10.5 | 5.0 | 3.6 | 1.2 | 17.6 | -40.8 | 19.4 | -7.2
CSc1ccccc1C(=O)NC1CCCCC1 | -1.1 | -6.8 | -0.9 | -1.1 | -4.1 | -2.3 | 9.5 | 21.8 | -5.4
COC(=O)CCCCC1SCC(NC(=O)c2ccccc2)C1OC(C)=O (stereo unspecified) | 2.2 | 10.7 | -1.5 | 1.2 | -2.8 | 2.5 | 2.6 | 12.6 | -3.6
CC1=C(C(N)=O)C(c2ccc3c(c2)OCO3)n2nc(-c3cccc(C)c3)nc2N1 (stereo unspecified) | -8.5 | -3.3 | 1.1 | -1.6 | -0.8 | 13.2 | 7.3 | 18.1 | -12.2
COCCNc1nc(SCC(=O)N2CCN(c3ccccc3OC)CC2)nc2ccccc12 | 0.9 | -4.6 | 0.7 | -0.5 | -2.2 | 9.9 | 21.5 | 8.2 | -7.2
CC1CCC(C(C)C)C(OC(=O)C[n+]2cc(-c3ccc(Cl)cc3)n3c2CCC3)C1 (stereo unspecified) | 5.9 | -13.2 | 2.1 | 0.4 | -3.2 | 9.2 | 23.7 | 13.6 | -3.5
Cc1ccc(N2C(=O)N(CC(=O)Nc3cccc([N+](=O)[O-])c3C)C(=O)C2C)cc1 (stereo unspecified) | 0.1 | -0.9 | -2.8 | 5.1 | -5.4 | -3.5 | 10.4 | 15.8 | 1.4
O=C(NCc1ccccc1CN1CCCC1)c1ccc(Cl)c(S(=O)(=O)N2CCCC2)c1 | -4.6 | -29.8 | -1.1 | 0.4 | -1.4 | 20.8 | 14.1 | 2.3 | 1.3
Cc1ccc2[nH]c3c(NCCCN4CCCC4=O)ncnc3c2c1 | -4.2 | -13.9 | -1.3 | 2.3 | -2.1 | 7.8 | 11.3 | 1.5 | -2.7
S=c1[nH]nc(-c2ccco2)n1-c1ccc(Cl)cc1 | -8.2 | -0.8 | -1.6 | 4.4 | -1.4 | 10.5 | -9.3 | 22.7 | -3.6
SMILES | EBI2 antag | APJ antagonist | UPR XBP1 act | UPR CHOP act | APJ agonist | CCR6 antag | Mdm2 MdmX PPI | tim23-1 inh | CXCR6 block
Cc1ccnc(NC(=O)CCNC(=O)c2ccc(Cl)cc2)c1 | 2.6 | 7.0 | -3.0 | 5.1 | 13.0 | 1.9 | -39.4 | -6.4 | -3.7
Cc1ccc(C)n1-c1cccc(N)c1 | nt | -18.7 | -1.4 | 1.3 | 3.7 | nt | 11.1 | 4.7 | nt
O=C(/C=C/c1ccccc1)N/C(=C\c1ccco1)C(=O)O | -0.3 | 16.3 | 1.0 | -1.8 | -3.6 | 3.5 | 17.2 | 0.3 | -4.3
CSCCC(NC(=O)c1cc(S(=O)(=O)N2CCOCC2)ccc1F)c1nc2ccccc2[nH]1 (stereo unspecified) | 1.2 | 0.9 | -2.6 | -2.3 | 3.9 | -5.1 | -11.2 | 7.2 | -1.0
O=C1N(Cc2ccccc2F)c2ccccc2C12OCCCO2 | 7.2 | 3.2 | 0.7 | 1.9 | -4.0 | 5.9 | -24.3 | 12.1 | -1.1
Cc1ccc([C@@H]2[C@@H]3C(=O)N(C)C(=O)[C@@H]3[C@]3(C)C(=O)N(Cc4ccccc4)CC(=O)N23)o1 | -19.7 | 0.6 | -2.0 | 1.3 | -4.2 | 9.7 | 0.2 | -5.0 | -9.0
NS(=O)(=O)c1ccc(NC(=O)C2COc3ccccc3O2)cc1 (stereo unspecified) | nt | 2.9 | 1.3 | 2.5 | -2.7 | 9.2 | -20.2 | -7.6 | nt
COc1ccc(C(=O)COC(=O)c2cc(=O)c3ccccc3o2)cc1 | -4.7 | -5.8 | -2.8 | -1.8 | -1.3 | 12.9 | 5.7 | 23.5 | 3.9
CC1CCC(NCc2ccco2)CC1 (stereo unspecified) | -11.5 | 2.7 | -1.5 | -1.7 | -2.1 | 8.4 | 14.3 | 22.6 | -2.3
CC(=O)N=c1sc(C(C)(C)C)c(C)n1C | 12.2 | 25.3 | -4.1 | -1.6 | -3.6 | 12.3 | 7.6 | 2.9 | 6.0
CCN(CC)S(=O)(=O)c1ccc(Oc2ccccc2)cc1 | 7.3 | -3.7 | 1.0 | 0.7 | -4.2 | 8.8 | -16.5 | 14.9 | 0.1
Cc1ccc(S(=O)(=O)N/N=C2/CC(=O)CC(C)(C)C2)cc1[N+](=O)[O-] | -5.2 | -5.9 | -0.5 | -0.1 | -3.2 | 8.1 | -7.0 | 25.7 | -11.6
Cc1ccc(N2CC(C(=O)Nc3nnc(SCCN4CCOCC4)s3)CC2=O)cc1C (stereo unspecified) | 3.2 | 6.5 | -5.6 | 1.4 | 3.8 | 9.4 | 4.4 | 5.0 | -10.0
CCn1c(=NC(=O)CSC(C)=O)sc2cc(OC)ccc21 | 17.0 | 21.5 | 0.1 | 1.2 | -5.4 | 11.2 | 21.3 | 31.8 | 17.6
COc1ccc2oc(C(=O)NCC(c3ccco3)N(C)C)c(C)c2c1 (stereo unspecified) | 7.6 | -24.8 | 1.4 | 3.4 | -5.7 | 2.6 | -14.7 | 14.1 | -2.4
COc1ccc(/C=N/NC(=O)c2ccc(Cn3cc([N+](=O)[O-])cn3)o2)c(OC)c1C | -1.0 | 6.1 | -0.5 | 0.4 | -1.0 | 11.6 | 45.6 | 10.0 | 18.1
Cc1nnc(NC(=O)C2CC(=O)N(c3ccccc3)C2)s1 (stereo unspecified) | -6.7 | 10.0 | -1.9 | -1.1 | 1.2 | -5.1 | -7.1 | -4.6 | -5.0
N#CC(c1nc2ccccc2nc1N1CCCC1)S(=O)(=O)c1cccs1 (stereo unspecified) | -1.2 | -18.6 | 1.9 | -0.2 | 1.8 | -3.1 | -5.6 | 17.0 | -15.6
CCOC(=O)c1ccc(N2C(=O)CC(SCC(=O)Nc3ccc(S(N)(=O)=O)cc3)C2=O)cc1 (stereo unspecified) | 4.6 | 10.4 | 1.0 | 0.2 | -4.1 | 25.6 | 4.3 | 22.2 | 6.3
COc1ccc(-c2cc3nnc(-c4ccccc4)nc3s2)cc1 | 4.1 | 1.9 | -4.5 | -5.8 | -1.9 | -12.1 | 31.8 | 4.1 | -2.2
CN(C)CCNC(C(=O)Nc1cccc(S(=O)(=O)N2CCOCC2)c1)c1ccccc1 (stereo unspecified) | 3.4 | -5.0 | 1.3 | 1.5 | -4.2 | 0.5 | 13.6 | -2.1 | -4.0
Cc1nn(-c2ccccc2)c(C)c1/C=N/NC(=O)c1cc(O)cc(O)c1 | -18.4 | -5.2 | -3.5 | 2.8 | 1.4 | 6.3 | 15.7 | -1.1 | 6.7
COc1ccc(CN2C(=O)c3cccnc3C2=O)cc1S(=O)(=O)N1CCOc2ccccc21 | -7.9 | 27.9 | -2.1 | 1.0 | -6.3 | 5.0 | 5.5 | 9.2 | 8.7
COc1ccc(S(=O)(=O)N2CCCCCC2)cc1C(=O)N(CC(C)C)C1CCS(=O)(=O)C1 (stereo unspecified) | -11.4 | 9.8 | 0.7 | 0.1 | -8.7 | 9.4 | 11.1 | 8.5 | 9.2
Oc1cccc2ccc(/C=C/c3c(F)cccc3Cl)nc12 | 8.2 | 43.8* | 8.7 | 6.0 | -7.1 | 55.6* | -58.5 | 9.0 | 47.0*
COC(=O)[C@]1(Cc2ccccc2)N[C@H](c2ccc(-c3cccc(Cl)c3)cc2)[C@@H]2C(=O)N(C)C(=O)[C@@H]21 | 32.7 | 6.2 | -0.3 | 2.5 | 0.7 | 7.4 | 54.8* | 16.2 | 4.6
Cc1ccc(S(=O)(=O)Nc2nc3ccccc3s2)cc1[N+](=O)[O-] | -1.0 | 17.7 | -2.3 | -0.9 | -2.7 | 5.7 | 33.3 | 6.7 | 7.3
Cc1ccsc1/C=N/N1CCOCC1 | 3.3 | -18.1 | -0.7 | 1.1 | -1.5 | 5.5 | -9.1 | -4.1 | 4.1
CNC(=O)CC12CC3CC(CC(C3)C1)C2 | -2.0 | 15.3 | -1.2 | -0.9 | -1.2 | -4.5 | -2.9 | 6.7 | -3.3

Screening results: PubChem, Sanford-Burnham Center for Chemical Genomics
